Bioassay records deposited in PubChem BioAssay by Broad Institute.
DENV2 CPE: DENV2-induced cell death inhibition. DENV2-infected cells, cytopathic effect rescue, plate reader. actives 1.7% (n = 350,000). CPE inhibition, % at 9.99 µM; in the data active means CPE inhibition above about 20%, passing the limit was not always enough; inconclusive means no clear call, values can overlap the other calls; tested in BHK-21 cells;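 further: 0% = median of neutral control wells and 100% = median of positive control wells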
PAX8 inh HTS: PAX8 transcriptional activity inhibition; RMG-I TPO-luciferase reporter, SteadyGlo, 24 h; inhibition, % at 12.6 µM; actives 1.2% (n = 360,000); AID 652154;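 active means mean replicate inhibition at least 60% with every replicate also reaching 60%; inconclusive means only one of the two criteria is met; inactive means mean below 60% and not all replicates reaching 60%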;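 further: luciferase light reporting Pax8 driven TPO promoter activity; plate controls were median of neutral control wells for no effect and mitoxantrone controls for full effect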
XiGFP reactiv: reactivates the inactive X chromosome in mouse fibroblasts | XiGFP mouse fibroblasts, % GFP-positive cells imaging, 3 d; cells co-treated with 5-aza-dC sensitizer; scaled so ellipticine positive control = 100% | activation, % at 7.58 µM | actives 0.055% (n = 360,000) | AID 743238;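 active means mean normalized replicate activation at least 10% and every replicate at or above 10%; inconclusive means only one of the two criteria met; inactive means mean below 10% and not all replicates reach 10%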;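 further: 0% = median of on-plate neutral control wells and 100% = ellipticine 6 µM median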
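System: XiGFP fibroblasts, SV40-immortalized. Medium: DMEM plus 5-aza-dC sensitizer. Doses: single point. Timing: 3 d treatment, 15 min room-temperature fixation. Control set: ellipticine 6 µM.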
ARNT-TACC3 inh: ARNT/TACC3 interaction disruption. Q9Y6A5. AlphaScreen His-ARNT PAS-B/GST-TACC3 binding, luminescence; TACC3 fragment carries E629A point mutation. inhibition, % at 9.99 µM. actives 0.66% (n = 390,000);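 active means mean inhibition of replicates at least 50% and at least half of replicates each reaching 50%; inconclusive means half or more replicates reach 50% but mean below 50%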;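 further: 0% = complete ARNT plus TACC3 wells and 100% = ARNT alone without TACC3; many hits fall short of the cut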
EWS-Fli block: inhibitors of EWS/Fli oncoprotein transcriptional activity | inhibition, % at 12.6 µM | AID 651661 | A673 NR0B1-luciferase reporter, viability-normalised | actives 0.67% (n = 350,000);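 active means mean inhibition of at least 50% after viability correction, with every replicate also passing that limit; inconclusive means mean reaches 50% but only one of two replicates passes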;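 further: firefly luciferase signal divided by Alamar Blue viability fluorescence both relative to DMSO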
CFTR F508del cor: CFTR F508del correction in bronchial cells | activity (quench increase), % at 7.58 µM | CFBE cells, YFP halide quenching; stimulated with forskolin plus potentiator P3; % fluorescence drop versus neutral controls | actives 0.36% (n = 350,000) | AID 720511;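 active means mean added fluorescence quench of at least 8% versus neutral control, with both replicates also reaching 8%; inconclusive means only one of the mean or replicate conditions met; inactive means mean below 8% and not both replicates reaching 8%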;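 further: cells transiently co-express mutant CFTR-F508del with the halide-sensitive YFP; corrector assay measuring rescue of mutant channel to the surface after 24 h compound exposure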
ERp5 block: inhibitors of human ERp5 | Q15084 | ERp5 insulin aggregation, absorbance 650 nm, 90 min | inhibition, % at 9.99 µM | actives 0.05% (n = 350,000) | AID 651711;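 active means mean replicate inhibition above about 25%, with every replicate also reaching it, limit read from the data, passing the limit was not always enough; inconclusive means only one of those two criteria met; inactive means neither criterion met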
Target sequence (Q15084 whole entry, looked up): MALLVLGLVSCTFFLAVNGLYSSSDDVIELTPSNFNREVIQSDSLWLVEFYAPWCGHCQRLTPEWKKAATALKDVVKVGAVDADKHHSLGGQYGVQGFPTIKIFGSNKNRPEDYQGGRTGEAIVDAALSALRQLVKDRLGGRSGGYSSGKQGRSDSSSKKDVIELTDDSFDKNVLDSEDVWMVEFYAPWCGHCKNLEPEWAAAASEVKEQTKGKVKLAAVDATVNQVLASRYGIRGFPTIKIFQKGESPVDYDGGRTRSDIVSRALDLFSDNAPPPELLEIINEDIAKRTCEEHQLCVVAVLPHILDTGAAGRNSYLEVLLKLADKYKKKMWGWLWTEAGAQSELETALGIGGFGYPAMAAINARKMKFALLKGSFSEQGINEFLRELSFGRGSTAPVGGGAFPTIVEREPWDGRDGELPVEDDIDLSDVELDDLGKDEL
INS-1E GSIS act: primary screen for activators of insulin secretion dependent on glucose, INS-1E cells, GLuc reporter luminescence. actives 0.61% (n = 370,000). activation, % at 16.6 µM. AID 743287. INS-1E GLuc reporter insulin secretion, 2-3 h;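 active means lowest replicate activation of at least 40%, so every replicate reaches that level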;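 further: 0% = median of neutral control wells and 100% = median of IBMX positive control wells; some compounds called inactive have numbers as strong as hits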
Starred values were filed as active, the others as inactive; u = inconclusive; x = no result given; & = joins results of further samples. Random draw from the library. Share with any hit: about 4.2%.

smiles	ERp5 block	EWS-Fli block	ARNT-TACC3 inh	CFTR F508del cor	PAX8 inh HTS	INS-1E GSIS act	DENV2 CPE	XiGFP reactiv
O=C(C[C@H]1CC[C@H](NC(=O)NC2CCCCC2)[C@H](CO)O1)NCc1ccc(Cl)cc1	0	4	-1	-1.0	-6	19	7	-0.1
Cc1ccc(O)c(C2=Nc3ccccc3N=C(c3cccs3)C2)c1	x	x	-5	x	24	-9	x	0.1
CC1(C(=O)NCc2cccc(Cl)c2)Cc2c(-c3ccc4c(c3)OCO4)ccnc2O1 (stereo not drawn)	-8	1	x	0.6	-3	-16	1	0.2
O=C(C[C@@H]1CC[C@@H]2NC[C@@H](O)COC[C@H]2O1)NCCN1CCCCC1	-1	1	-6	2.1	-13	8	-4	0.4
Cc1sc2ncnc(N/N=C/c3ccc(O)cc3)c2c1C	-7	2	41	0.3	32	-11	20	0.0
C[C@@]12C(=O)N(Cc3ccccc3)CC(=O)N1[C@H]1c3ccccc3OC[C@@H]1[C@@H]2c1ccccc1	6	2	14	1.7	-2	x	-8	0.0
COc1cccc2c(=S)c(CCC(C)=O)c(C)[nH]c12	-6	-18	0	0.0	-8	-18	12	0.1
CC(C)C(=O)Nc1ccc(C=C2C=Cc3ccccc32)cc1	5	-68	x	-0.9	-85	x	-2	0.1
CCCCc1ccc(NC(=O)CN2C(=O)NC(Cc3ccccc3)C2=O)cc1 (stereo not drawn)	5	-3	0	-1.2	-5	23	12	0.0
CC(C)CC(NC(=O)C(NC(=O)C1CCC(=O)N1C(=O)OCc1ccccc1)C(C)C)C(=O)N1CCCC1C(N)=O (stereo not drawn)	0	-6	-5	0.2	3	-20	19	-0.1
CCCN(C(=O)c1cc(S(=O)(=O)N2CCN(CC)CC2)ccc1Cl)C1CCS(=O)(=O)C1 (stereo not drawn)	-1	-2	-3	0.9	5	3	-2	0.1
COc1cccc(-c2ccc3c(c2)O[C@@H](CN(C)Cc2ccncc2)[C@H](C)CN([C@H](C)CO)S3(=O)=O)c1	-7	9	5	3.6	50	-3	-1	0.0

(more compounds)
smiles	ERp5 block	EWS-Fli block	ARNT-TACC3 inh	CFTR F508del cor	PAX8 inh HTS	INS-1E GSIS act	DENV2 CPE	XiGFP reactiv
COc1cccc(NC(=O)N(C)C[C@@H]2Oc3ncc(C4=CCCCC4)cc3C(=O)N([C@H](C)CO)C[C@H]2C)c1	-8	2	3	0.0	x	-22	4	0.1
Cc1ccccc1Nc1nc(-c2cccnc2)nc2ccccc12	2	-6	0	0.9	8	16	-1	0.1
COc1cccc2cc(C(C)N(CCCN3CCOCC3)C(=S)Nc3ccc(C)cc3)oc12 (stereo not drawn)	1	-1	6	-0.5	-6	-49	2	-0.1
O=C(O)c1ccc(CS(=O)(=O)c2c(Cl)cccc2Cl)o1	1	-3	-10	-1.5	9	-9	1	0.0
Cc1ccc2nc(-c3ccc(NC(=O)C(C)Sc4nncs4)cc3)sc2c1 (stereo not drawn)	4	29	1	1.7	5	12	6	0.0
c1ccc(-c2cc(NCCN3CCCCC3)c3ccccc3n2)cc1	2	47	5	8.0	0	29	1	0.3
C[C@@H]1CCCCO[C@@H](CN(C)C(=O)Nc2ccccc2)[C@@H](C)CN([C@H](C)CO)C(=O)c2cc(NC(=O)Nc3ccc(C(F)(F)F)cc3)ccc2O1	x	-19	x	2.3	5	12	10	0.5
CC(C)=CCc1c(O)cc2oc3c(CC=C(C)C)c(O)c(O)c(CC=C(C)C)c3c(=O)c2c1O	-2	34	-24	-5.0	x	x	10	x
CCOC(=O)N1CCN(CC(O)COCc2cc(OC)c(OC)c(OC)c2)CC1 (stereo not drawn)	x	x	21	x	8	15	x	0.0
C[C@@H]1CN([C@H](C)CO)C(=O)c2cc(C#C[C@@H](C)O)cnc2O[C@@H]1CN(C)C(=O)CN1CCOCC1	6	-7	-5	0.8	-7	20	2	0.5
C[C@H](CO)N1C[C@H](C)[C@H](CN(C)C(=O)Nc2ccccc2)Oc2cc(C#CC3(O)CCCC3)ccc2S1(=O)=O	-5	1	1	-2.1	x	-11	6	-1.3
O=C(CN1CCN(S(=O)(=O)c2ccc3ccccc3c2)CC1)Nc1ccc(N2CCOCC2)cc1	0	2	7	1.6	9	-6	-12	0.2

(continued)
smiles	ERp5 block	EWS-Fli block	ARNT-TACC3 inh	CFTR F508del cor	PAX8 inh HTS	INS-1E GSIS act	DENV2 CPE	XiGFP reactiv
COc1ccc(OC)c(-c2c(C#N)c(N)nc3c2c(=O)nc2sccn23)c1	3	7	-9	3.0	-5	3	x	0.0
O=C(O)CNC(=S)N(Cc1cccs1)C1CCCCC1	x	x	-18	x	-7	16	x	-0.2
CCN(CC)S(=O)(=O)c1ccc(Cl)c(NC(=O)CCCCl)c1	3	3	-52	-1.0	4	18	1	0.0
OCc1cn(-c2ccccc2)nc1-c1ccc(Br)cc1	3	-66	-1	-4.3	-130	-3	48*	0.0
COc1cccc(CN2CC(C(=O)NCCn3ccc(C)n3)CCC2=O)c1 (stereo not drawn)	-5	x	25	-0.7	-9	6	0	0.0
FC(F)(F)c1ccccc1/C=N/Nc1ccccn1	-9	-23	1	-3.7	19	18	3	0.0
Cc1ccc(S(=O)(=O)NCc2ccc(C(=O)NC3CC3)cc2)cc1	5	-1	-3	1.8	38	0	-8	-0.1
CCC(=O)N1CCC2(CC1)CN(CC1CCCCC1)[C@@H](CO)c1c2c2ccc(OC)cc2n1C	x	-2	x	-0.2	x	-18	2	0.3
COCCN(CC1CCCN(C2Cc3ccccc3C2)C1)C(=O)c1cccs1 (stereo not drawn)	1	x	-4	2.8	-28	-4	-4	0.0
COc1ccc(S(=O)(=O)N(C)C[C@H]2Oc3ccc(NS(=O)(=O)c4cccs4)cc3C(=O)N([C@H](C)CO)C[C@@H]2C)cc1	-1&2	-3&-1	0&7	0.7&0.0	-22	3&-6	1&-11	0.0&2.3
COC(=O)c1ccccc1SC1CC(=O)N(c2cccc(C)c2)C1=O (stereo not drawn)	0	-7	0	x	1	-2	-4	-0.1
Cc1ccc(OC(C)C(=O)Nc2cccc(S(=O)(=O)N3CCCCCC3)c2)cc1 (stereo not drawn)	1	13	x	-0.1	-2	-22	-1	0.2

Additional compounds.
smiles	ERp5 block	EWS-Fli block	ARNT-TACC3 inh	CFTR F508del cor	PAX8 inh HTS	INS-1E GSIS act	DENV2 CPE	XiGFP reactiv
Cc1ccc(NC(=O)CN(C)C(=O)CSc2nnc(N)s2)cc1	4	-3	-4	1.3	-6	9	3	0.0
CO[C@@H](CN(C)S(=O)(=O)c1cccc(Cl)c1)[C@@H](C)CN([C@@H](C)CO)S(=O)(=O)c1cccc(Cl)c1	-2	9	-7	0.6	x	-11	u	0.0
CCOc1ccc(NC(=O)CN(C)Cc2ccc3c(c2)OCO3)cc1S(=O)(=O)N1CCCC1	0	2	-1	-1.4	-8	-32	-7	0.0
N#C[C@@H]1[C@H](c2ccccc2C2=CCCC2)[C@@H](CO)N1C(=O)c1cccc(F)c1	-1	-3	x	1.7	-7	-15	15	0.0
CCC(=O)N1[C@@H](CO)[C@@H](c2ccc(-c3cccc(F)c3)cc2)[C@@H]1CNC(C)=O	x	-6	2	1.7	16	7	1	0.0
CNS(=O)(=O)c1cccc(C(=O)OCC(=O)N2CC(C)OC(C)C2)c1 (stereo not drawn)	7	-11	-9	1.6	-2	10	u	0.1
CCN(Cc1ccccc1)S(=O)(=O)CCNC(=O)c1ccc(OC)cc1	-1	4	-1	2.0	7	2	-1	0.1
Cc1csc2nc(O)c(C(=O)NC3CCCCCC3)c(=O)n12	9	-2	1	1.5	0	0	-2	-0.1
O=C(Cc1ccc(N2CCNC2=O)cc1)N1CCCC(Nc2ccc(F)c(F)c2)C1 (stereo not drawn)	-5	x	-1	6.3	25	6	1	1.0
Nc1cc(N)cc(C(=O)Nc2ccc3c(c2)C(=O)NC3=O)c1	4	10	-20	2.8	16	20	-2	-0.1
COc1ccc2oc(=O)c(C(=O)N3c4ccccc4CC3C)cc2c1 (stereo not drawn)	3	-11	-25	-1.5	x	-5	-5	x
Cc1nnc(SCC(=O)N2CCCC(C(=O)c3ccc(Cl)cc3)C2)o1 (stereo not drawn)	-2	3	-4	-2.2	0	x	-3	0.0

Continuation.
smiles	ERp5 block	EWS-Fli block	ARNT-TACC3 inh	CFTR F508del cor	PAX8 inh HTS	INS-1E GSIS act	DENV2 CPE	XiGFP reactiv
COc1cccc(S(=O)(=O)N2CC3(CN[C@@H](CO)c4[nH]c5cc(OC)ccc5c43)C2)c1	-6	11	x	1.8	x	25	15	0.3
CCOC(=O)C1=C(C)OC(N)=C(C#N)C1c1cccs1 (stereo not drawn)	3	7	-5	-0.9	11	18	10	0.0
Cc1cc(C)cc(NC(=O)C2CCCN2C(=O)NC2CCCCC2)c1 (stereo not drawn)	6	23	-2	2.4	-1	3	-6	0.0
COc1ccc(CN(C)C[C@@H]2Oc3ccc(NS(=O)(=O)c4cn(C)cn4)cc3CC(=O)N([C@H](C)CO)C[C@H]2C)cc1	-5	-1	0	1.9	1	12	1	0.0
CCOC(=O)C(C)Oc1cccc2c(=O)n(CC(=O)Nc3ccc4c(c3)OCCO4)ccc12 (stereo not drawn)	-3	30	0	2.5	-32	x	2	-0.2
CN1CCN(C(=O)C[C@@H]2CC[C@H]3[C@@H](COc4ccc(NC(=O)c5cscn5)cc4C(=O)N3C)O2)CC1	-3	-3	-2	-2.2	-10	-6	-5	0.1
CCN(CC)C(=O)Cn1c(=O)n(CCCC(=O)NCc2ccc3c(c2)OCO3)c(=O)c2sccc21	-7	-11	0	1.0	-8	7	1	0.1
O=C(NCCc1ccccc1)C1CCC(=O)N1C1CCCC1 (stereo not drawn)	2	-6	-5	2.7	3	12	0	0.1
Cc1ccc(S(=O)(=O)N2CCC(=O)N(CCOCc3ccc(C(F)(F)F)cc3)CC2)cc1	-1	26	2	1.8	15	-43	3	0.0
O=C(C[C@H]1C=C[C@H](NC(=O)C2CCC2)[C@H](CO)O1)NCc1ccncc1	-5	-7	0	0.2	-12	4	-10	-0.4
CCC(=O)N1CC2(C1)[C@H](c1ccccc1)[C@@H](CO)N2Cc1cccc(Cl)c1	3	1	x	3.0	x	7	-3	0.0
COc1ccccc1N1CCN(C(=O)c2oc3ccc(F)cc3c2C)CC1	-2	11	-22	1.1	19	-17	-2	0.1

The results go on:
smiles	ERp5 block	EWS-Fli block	ARNT-TACC3 inh	CFTR F508del cor	PAX8 inh HTS	INS-1E GSIS act	DENV2 CPE	XiGFP reactiv
CCc1ccc(N2CC(C(=O)Nc3ccc(F)cc3)CC2=O)cc1 (stereo not drawn)	1	5	-5	-1.9	15	3	-1	0.4
Cc1cc(NCCc2ccc(Cl)cc2)n2ncnc2n1	5	2	3	-0.4	22	7	x	0.2
COc1ccc(S(=O)(=O)NC[C@H]2CC[C@H]3[C@H](CN3Cc3cc(F)ccc3F)O2)cc1	8	-10	x	4.5	x	x	17	x
Cc1noc(C)c1NC(=O)Nc1ccc2c(c1)C(=O)N([C@@H](C)CO)C[C@H](C)[C@@H](CN(C)S(=O)(=O)c1cccs1)O2	-3	-3	-7	-0.1	x	24	10	0.0
CCOC(=O)CSc1cc(C)c(C#N)c2nc3ccccc3n12	6	2	-7	-2.4	18	4	2	0.0
O=C1c2ccccc2C(c2nnnn2C2CCCCC2)N1CCc1ccc(O)cc1 (stereo not drawn)	-4	4	x	-1.7	12	11	-4	-0.1
